Screening results: PubChem, National Center for Advancing Translational Sciences (NCATS)
FLuc modulator = counter-screen for miR-21 project: firefly luciferase inhibitors or activators. AID 588342. P08659. 360,000 tested, 6.9% active. purified FLuc, Km substrates, luminescence inhibition. Potency, µM (doses to about 57.5 µM), without a hit: at the highest dose activity change, negative = inhibition, usual class: inhibitors;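 also: plate controls were vehicle for no effect and reference inhibitor for full effect; nearly all actives have a fitted effect of over 55% in size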
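Purified P. pyralis luciferase (10nM final) with 10uM D-luciferin and 10uM ATP (Km levels) in 50mM Tris acetate pH 7.5, 10mM Mg acetate, 0.01% Tween-20, 0.05% BSA; qHTS 6-point titration, ~60 µM downward; luminescence read.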
MBNL1 CUG block = blocks human MBNL1 binding to CUG repeat RNA; 280,000 tested, 0.036% active; Potency, µM (highest dose often 57.5 µM), for the others: at the highest dose activity change, negative = inhibition, hits mostly inhibitors; Q9NR56; TR-FRET MBNL1-His/biotin-(CUG)12 binding, 665/545 ratio; AID 2675; active = well fitted inhibition curve with a large enough effect in the signal ratio, with a control signal flat, not every such curve was filed as active; inconclusive = small, poorly fitted or top-dose-only effect, or effect the other way, or a change in a side signal; inactive = no such curve, though single readings can be large or run the other way; the % refers to the signal ratio; also: % is scaled to controls: 0 for no effect and ±100 for the full control effect
Target sequence (Q9NR56 whole entry, looked up): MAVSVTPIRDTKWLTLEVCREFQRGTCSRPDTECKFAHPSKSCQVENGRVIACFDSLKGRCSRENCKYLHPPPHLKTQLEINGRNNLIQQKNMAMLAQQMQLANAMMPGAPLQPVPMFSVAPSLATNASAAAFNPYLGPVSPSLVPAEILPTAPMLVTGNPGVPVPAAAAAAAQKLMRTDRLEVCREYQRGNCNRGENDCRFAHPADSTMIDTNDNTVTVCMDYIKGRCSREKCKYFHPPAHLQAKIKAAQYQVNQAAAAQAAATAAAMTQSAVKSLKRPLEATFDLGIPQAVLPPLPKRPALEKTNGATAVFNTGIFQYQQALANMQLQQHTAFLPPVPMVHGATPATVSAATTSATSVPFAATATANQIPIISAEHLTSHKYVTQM
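Inhibition of protein-RNA binding appears as loss of TR-FRET between terbium anti-His antibody on MBNL1-His and streptavidin-XL665 on biotin-(CUG)12. Activity is normalized to buffer-only and uninhibited-complex controls.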
RORgamma inh = blocks mouse ROR gamma transcriptional activity; P51450; Drosophila S2 Gal4-RORgamma UAS-luciferase reporter, 20 h; Potency, µM (series often up to 53.6 µM), inactives show at the top dose activity change, negative = inhibition, actives largely listed as inhibitors; 310,000 tested, 5.4% active; AID 2551; also: % is scaled to controls: 0 for no effect and ±100 for the full control effect; nearly all actives have a fitted effect of over 60% in size
Target sequence (P51450 whole entry, looked up, the tested form may be a part): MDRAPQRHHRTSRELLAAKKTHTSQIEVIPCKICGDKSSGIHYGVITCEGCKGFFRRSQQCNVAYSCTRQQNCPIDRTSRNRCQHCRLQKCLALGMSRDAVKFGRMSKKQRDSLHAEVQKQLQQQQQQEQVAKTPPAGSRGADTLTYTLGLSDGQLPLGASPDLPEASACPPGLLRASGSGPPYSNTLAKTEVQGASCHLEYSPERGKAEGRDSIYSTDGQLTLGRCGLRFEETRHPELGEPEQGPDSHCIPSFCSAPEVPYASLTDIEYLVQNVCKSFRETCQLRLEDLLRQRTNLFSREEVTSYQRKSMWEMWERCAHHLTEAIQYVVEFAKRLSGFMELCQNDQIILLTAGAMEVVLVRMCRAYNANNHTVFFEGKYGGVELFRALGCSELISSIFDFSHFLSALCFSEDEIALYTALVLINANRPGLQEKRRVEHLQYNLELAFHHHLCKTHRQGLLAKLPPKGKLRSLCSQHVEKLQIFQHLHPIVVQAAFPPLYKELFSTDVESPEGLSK
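Read-out: Photinus luciferase luminescence; inhibitors lower reporter signal. Insect Schneider cells with Gal4-ROR gamma fusion under metallothionein promoter, UAS reporter; 700 uM final copper sulfate induction, 20 hr, ambient temperature.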
Rab9 promoter act = activates the Rab9 promoter; Huh7 Rab9 promoter-luciferase reporter, luminescence, 24 h; Potency, µM (titrated, usually from 9.22 µM), for inactives: at the highest dose activation, negative = inhibition, actives largely listed as activators; 320,000 tested, 2.8% active; AID 485297; also: % of control where 0% means no effect; nearly all actives have a fitted effect of over 60% in size
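Steps: seed 1500 Huh7 Rab9-luc cells per well, rest 2 h at 37 °C; add compound in DMSO; incubate 24 h; add luciferase reagent, 10 min ambient; read luminescence.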
p53 reactivation = mutant p53 re-activation in reporter cells. AID 504706. Potency, µM (doses to about 92.2 µM), without a hit: at the top dose activity change, positive = activation, actives largely listed as activators. H1299 p53-A138V BP100-luciferase reporter, luminescence, 24 h. 320,000 tested, 0.063% active; also: % of control where 0% means no effect; nearly all actives have a fitted effect of over 45% in size
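H1299 (p53-null), stable ts p53-A138V + BP100-Luc; 1000 cells/well, Opti-MEM/10% FBS; cpd 4 pt, 1:5; 24 h, 37 deg C, 5% CO2; detection reagent 10 min RT; luminescence.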
Gal4-VP16 FLuc = counter-screen for ROR gamma inhibitors: Gal4-VP16 reporter; Drosophila S2 Gal4-VP16 UAS-luciferase, luminescence, 20 h; Potency, µM (titrated, usually from 53.6 µM), for the others: at the highest dose activity, negative = inhibition, hits mostly inhibitors; 310,000 tested, 3.5% active; AID 2546;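 also: Gal4-VP16 expression switched on by copper sulfate through the metallothionein promoter; % is scaled to controls: 0 for no effect and ±100 for the full control effect; nearly all actives have a fitted effect of over 50% in size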
ELG1 genotoxic = genotoxicity induction in ELG1-luciferase HEK293T cells | HEK293T ELG1-luciferase reporter, luminescence, 16 h | Potency, µM (doses to about 46 µM), without a hit: at the highest dose activity change, positive = activation, hits mostly activators | AID 504466 | 330,000 tested, 1.3% active; also: % of control where 0% means no effect; nearly all actives have a fitted effect of over 60% in size
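Genotoxicity was scored as increased ELG1-luciferase reporter signal, measured by ONE-Glo luminescence (30 min, room temperature). Compound or vehicle exposure of the HEK293T reporter cells lasted 16 hr at 37°C.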
BRCA1 expr up = BRCA1 expression activation | MCF7-BRCA1-FFLuc reporter, luminescence, 48 h; response scale: scaled: vehicle 0%, 10 µM genistein 100% | Potency, µM (series often up to 46.1 µM), for inactives: top-dose activation, usual class: activators | 380,000 tested, 1.1% active | AID 624202; also: nearly all actives have a fitted effect of over 80% in size; some results filed as inactive show a strong effect at the top dose
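Using MCF7 cells harboring a BRCA1 firefly luciferase reporter, plated 2 h before compound pinning, the screen measured luminescence after 48 h incubation. Responses were normalized to DMSO and 10 microM genistein, then fitted for concentration-effect.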
uPA generation = blocks generation of uPA at the cell surface; cell surface uPA generation assay, qHTS; Potency, µM (highest dose often 38.3 µM), for inactives: at the top dose activity change, negative = inhibition, hits mostly inhibitors; 330,000 tested, 0.31% active; AID 540303; active = well fitted inhibition curve with a large enough effect; inconclusive = small, poorly fitted or top-dose-only effect; inactive = no such curve, though single readings can be large or run the other way; tested in mouse RAW 264.7 cells; also: % is scaled to controls: 0 for no effect and ±100 for the full control effect; nearly all actives have a fitted effect of over 55% in size
NPC1 promoter act = activators of NPC1 promoter; Huh7 NPC1 promoter luciferase reporter, 24 h; Potency, µM (highest dose often 9.22 µM), inactives show top-dose activation, actives largely listed as activators; 320,000 tested, 2.4% active;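 also: % of control where 0% means no effect; nearly all actives have a fitted effect of over 60% in size; reporter is driven by a mutant NPC1 promoter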
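Luciferase expression driven by the NPC1 promoter was measured in stably transfected Huh7 cells after a 24 h compound incubation, using a luciferase reagent and a luminescence read.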
* = called active by the depositor; ? = inconclusive; . = not tested or not shown; & = joins results of further samples; [ ] = dose if it differs, or a comment. Unless noted, calls follow the shape of the dose curve; as a rule, active = well fitted curve in the direction sought with a large enough effect; inconclusive = small, poorly fitted or top-dose-only effect, or another doubt; inactive = no such curve, though single readings can be large; an effect the other way counts as inactive or inconclusive. Potency is read from the fitted curve at half-maximal effect.

SMILES	FLuc modulator	MBNL1 CUG block	RORgamma inh	Rab9 promoter act	p53 reactivation	Gal4-VP16 FLuc	ELG1 genotoxic	BRCA1 expr up	uPA generation	NPC1 promoter act
COc1ccc(-c2cc(C(F)(F)F)nc(SCC(=O)N3CCOCC3)n2)cc1OC	3%	20%	?	0%	-6%	-18%	-6%	-31%	-7%	1%
COc1ccc(-c2csc(-c3ccccc3)n2)c(OC)c1	3.4µM*	-2%	-12%	?	?	-9%	4.6µM*	?	-6%	?
CCOC(=O)c1c(NC(=O)CN(CC)CC)sc2c1CCC2	-1%	2%	13µM*	2%	5%	?	-2%	2%	5%	1%
CCS(=O)(=O)c1cc([N+](=O)[O-])c(Sc2ccccc2NC(C)=O)s1	-19%	?	?	-2%	21%	?	13%	-12%	0%	-2%
COc1ccccc1CNC(=O)COc1cccnc1[N+](=O)[O-]	1%	?	-15%	-3%	4%	20%	9%	12%	-2%	-4%
CC[C@@H]1CC=C[C@H]2[C@H]1C(=O)N(Cc1ccccc1)[C@H]2c1ccoc1	-2%	0%	?	-8%	-13%	?	8%	-67%	?	0%
O=C(NCCCn1ccnc1)c1ccc(N2CCCCC2)c([N+](=O)[O-])c1	0%	.	8%	-3%	2%	4%	-2%	-24%	-3%	-1%
Cc1csc(NC(=O)CSc2nc(=O)n(CCCN(C)C)c3c2CCC3)n1	9%	.	.	0%	3%	.	6%	-19%	-6%	0%
CCN(CC)CCCn1c2c(c(SCC(=O)Nc3ccc4c(c3)OCO4)nc1=O)CCC2	3%	.	.	-7%	-6%	.	-3%	-11%	?	10%
COc1ccc(OCc2nnnn2-c2ccccc2)cc1	-3%	-4%	-3%	-3%	4%	14%	0%	8%	.	-1%
Cc1ccccc1NC(=O)CC1SCCNC1=O (stereo not drawn)	2%	-7%	14%	-1%	2%	7%	-2%	-1%	3%	1%
CCOC(=O)N1CCC(NC(=O)c2cc(S(=O)(=O)N3CCCC3)cn2C)CC1	0%	-11%	4%	-2%	-4%	1%	2%	4%	2%	-4%
Cc1cc(C(F)(F)F)c2c(n1)sc1c(O)cc(=O)[nH]c12	-13%	19%	-20%	2%	0%	3%	-1%	3%	3%	1%
COc1ccc(NC(=O)CN2CCN(CC(=O)Nc3ccccc3OC)CC2)c(OC)c1	-2%	-3%	-1%	-11%	3%	-23%	-8%	4%	5%	-4%
Cn1c(SCC(=O)NC2CCCCC2)nnc1-c1cccc(N)c1	-4%	-8%	13%	8%	-5%	-8%	0%	-7%	-9%	-2%
CCOC(=O)c1ccc(NC(=O)COC(=O)Cc2csc(-c3ccccc3)n2)cc1	?	4%	21%	15%	13%	1%	9%	0%	-1%	8%
COc1ccc(C(CC(=O)Nc2ccccn2)N2Cc3ccccc3C2=O)cc1OC (stereo not drawn)	2%&2%	-3%	18%	-3%	-6%	-15%	0%	8%&8%	-7%	-1%
CN(Cc1ccccc1)c1nc2c(c(=O)[nH]c(=O)n2C)n1CCCc1ccccc1	9%	3%	?	2%	-15%	-12%	-6%	-44%	-15%	0%
COc1ccc(C2CC(c3ccccc3)=NN2C(=O)COC(=O)c2cc(S(=O)(=O)N3CCOCC3)ccc2Cl)cc1 (stereo not drawn)	-3%	.	4%	1%	-10%	12%	0%	1%	0%	1%
O=C(NN1C(=O)C2C(c3ccccc3)C=CC(c3ccccc3)C2C1=O)c1cccc(Br)c1 (stereo not drawn)	-19%	-2%	?	14%	14%	-13%	-3%	-12%	8%	1%
O=C(NC1CCCC1)C1CCN(S(=O)(=O)c2ccccc2)CC1	3%	-2%	-6%	1%	-2%	2%	0%	11%	0%	-4%
O=C(c1ccc2c(c1)OCCO2)N1CCN(c2ncc(C(F)(F)F)cc2Cl)CC1	11%	.	.	8%	4%	.	?	-23%	3%	-1%
CC(=O)c1ccc(NC(=O)c2ccc(NC(=O)c3ccco3)cc2)cc1	-5%	2%	23%	0%	-5%	-6%	-15%	11%	3%	2%
CCC1(C)Cc2nc3sc(C(=O)O)c(N)c3cc2CO1 (stereo not drawn)	?	10%	-7%	2%	0%	-5%	10%	61%	6%	8%
Cc1cccnc1NC(=O)c1c(O)c2cccc3c2n(c1=O)CCC3	-2%	?	?	5%	1%	-15%	-4%	-36%	7%	0%
CC(=O)Nc1sc(NC(=O)c2ccc(Cl)cc2)nc1-c1cccs1	2%	-5%	9%	14%	0%	1%	4%	-16%	-1%	1%
CCCCn1c(N)c(N(CC)C(=O)c2cccc(S(=O)(=O)N3CCN(C)CC3)c2)c(=O)[nH]c1=O	-1%	.	.	-5%	0%	.	4%	-21%	9%	0%
O=C(O)c1ccc(Nc2cc(Cl)c3nonc3c2[N+](=O)[O-])cc1	-18%	?	13µM*	3%	-4%	-26%	0%	14%	2%	0%
COc1ccc(-c2nn3c(COc4ccccc4)nnc3s2)cc1OC	-11%	9%	-8%	1%	-9%	-12%	10%	-2%	-10%	5%
COC(=O)CCC(=O)OC1(C)C(=O)C=C2C=C(C3CC3)N(CC(C)C)C=C2C1=O (stereo not drawn)	4%	1%	2%	-5%	-2%	0%	2%	.	.	-1%
COc1ccc(/C=C/C(=O)c2c(O)c(OC)c3occc3c2OC)cc1	?	-5%	?	-1%	-3%	-3%	-5%	-28%	?	-6%
CN(C)c1nnnn1-c1ccc(Oc2ncc(C(F)(F)F)cc2Cl)cc1	-3%	-20%	?	-3%	-6%	?	-8%	-29%	3%	4%
CSc1ccc(CN2C(=O)NC3(CCCCCC3)C2=O)cc1	2%	9%	?	-6%	-2%	4%	-12%	-29%	.	-9%
O=C(Nc1cccc(Cl)c1)Nc1ccc(Cl)cn1	-11%	-14%	35%	26%	4%	1%	11%	24%	5%	22%
CCOC(=O)c1csc(NC(=O)CSc2nnnn2-c2cccc(OC)c2)n1	4%	-11%	?	0%	.	0%	0%	-14%	7%	0%
O=C(COC(=O)c1cccc([N+](=O)[O-])c1)NNC(=O)c1cccs1	-1%	.	.	2%	10%	.	-2%	34%	63%[activator]	-4%
Cc1ccc(Cc2nc(-c3cccc(C)c3)no2)cc1	11µM*	-4%	-14%	?	?	-12%	16µM*	7.9µM*	-7%	2.8µM*
O=C1c2ccccc2N2C(=O)c3ccccc3C2N1Cc1ccco1 (stereo not drawn)	3%	-4%	40%	-2%	-11%	?	-8%	-26%	-2%	-1%
CCCCCNCc1cccc(Br)c1	11%	3%	-10%	-9%	-1%	-11%	1%	10%	-4%	-2%
COc1cc(CC(=O)N(c2ccccc2)c2nc(C)cs2)cc(OC)c1OC	-6%	3%	-2%	-6%	-6%	10%	4%	-9%	1%	-5%
O=C(c1ccc(CS(=O)Cc2ccccc2Cl)o1)N1CCN(c2cccc(Cl)c2)CC1 (stereo not drawn)	1%	-8%	?	2%	-7%	-5%	-10%	-28%	0%	-1%
CC(=O)Nc1ccc(NC(=O)CSc2nc(N)c(NC(=O)c3ccccc3F)c(=O)[nH]2)cc1	-18%	-5%	0%	4%	0%	1%	6%	-9%	3%	-2%
CCOC(=O)C1=C(COC(=O)/C=C/c2ccc(OCC)c(OC)c2)NC(=O)NC1C (stereo not drawn)	-2%	.	.	8%	-12%	.	-4%	-12%	-7%	8%
Fc1ccc(CN2CC[C@H]3C=CCc4cccc(c43)C2)cc1	0%	.	.	-2%	-1%	.	-1%	14%	?	-3%
COc1c(C)cc(Br)cc1C(=O)NC(=S)Nc1ccc(Cl)c(C(=O)O)c1	24µM*	-7%	?	20%	-1%	16%	10%	?	3%	15%
O=C(NC(c1ccccc1)C(Cl)Cl)c1ccccc1 (stereo not drawn)	0%	.	34%	0%	24%	16%	-4%	-1%	0%	1%
Cc1cccnc1NC(=O)c1ccco1	3%	.	.	-2%	0%	.	0%	-7%	3%	0%
Cc1ccc(Cn2c(SCC(=O)NCC3CCCO3)nc3c(sc4ccccc43)c2=O)cc1 (stereo not drawn)	3%	-4%	-14%	-5%	1%	-11%	-3%	5%	5%	-2%
CC1CN(c2nnc(-c3ccccc3)c3ccccc23)CC(C)O1 (stereo not drawn)	0%	5%	-16%	-2%	0%	0%	-5%	-34%	4%	-5%
O=C(COc1ccc(Br)cc1)NCCN1CCCC1	0%	3%	-9%	-2%	.	-4%	0%	-29%	0%	7%

Structures listed so far printed as active in NPC1 promoter act:
structure,p53 reactivation,uPA generation,NPC1 promoter act
Cc1ccc(Cc2nc(-c3cccc(C)c3)no2)cc1,?,-7%,2.8µM*

Compounds were not picked by outcome; any-hit rate near 13%.
